HCMV inh: human cytomegalovirus inhibition | HFF cells, HCMV-luciferase reporter, 72 h; hits give low values | activity change, negative = inhibition, % at 57.5 µM | 410,000 compounds, 4.5% hits; in the data active = activity change below about -60%; inconclusive = no clear call, values can overlap the other calls; inactive = above about -39%
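Two compound doses tested in HFFs infected with HCMV-luciferase, MOI 1 PFU/cell, 72 h at 37C. Lysate luminescence read with OneGlo; data normalized against buffer-only and 10uM Salinomycin inhibitor controls.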
FBPA Giardia inh: blocks Giardia fructose-bisphosphate aldolase activity | Potency, µM (series often up to 59.6 µM), for the others: at the highest dose activity, negative = inhibition, usual class: inhibitors | A8B2U2 | 290,000 compounds, 0.71% hits | purified Giardia FBPA; note: potency is the fitted concentration of half-maximal effect; nearly all actives have a fitted effect of over 55% in size
Target sequence (A8B2U2 whole entry, looked up): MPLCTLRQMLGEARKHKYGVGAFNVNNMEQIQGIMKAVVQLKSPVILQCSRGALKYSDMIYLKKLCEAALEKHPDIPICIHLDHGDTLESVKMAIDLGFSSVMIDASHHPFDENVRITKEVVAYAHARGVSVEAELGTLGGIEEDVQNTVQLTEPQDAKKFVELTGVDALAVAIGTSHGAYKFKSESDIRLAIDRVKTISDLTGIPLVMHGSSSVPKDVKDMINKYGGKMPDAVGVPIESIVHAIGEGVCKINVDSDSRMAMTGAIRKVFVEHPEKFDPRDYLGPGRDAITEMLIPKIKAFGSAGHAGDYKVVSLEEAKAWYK
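Giardia FBPA (40 nM reagent) was preincubated 10 min at RT with compound (up to 57.5 uM final), then substrate plus GAPDH/TPI/NAD/arsenate coupling system with diaphorase/resazurin was added; resorufin fluorescence (525/598 nm) was read after 20 min.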
Sm TGR block: blocks Schistosoma mansoni thioredoxin glutathione reductase | AID 485364 | Potency, µM (highest dose often 114 µM), for the others: at the highest dose activity change, negative = inhibition, hits mostly inhibitors | Q962Y6 | purified TGR, DTNB reduction, TNB absorbance 405 nm | 360,000 compounds, 3% hits; note: potency is the fitted concentration of half-maximal effect; nearly all actives have a fitted effect of over 60% in size
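TGR 20 nM + NADPH 100 uM (dispensed conc.), cpd preinc 15 min RT; start with NADPH (500 uM addition) then DTNB (15 mM addition). Kinetic TNB absorbance, 405 nm filter. Four-parameter Hill fit across titration.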
HCV inhibitor: HCV inhibition; 340,000 compounds, 3.4% hits; Potency, µM (highest dose often 41.8 µM), without a hit: at the highest dose activity change, negative = inhibition, most hits filed as inhibitors; Huh7.5.1 HCVcc-Cre infection, luciferase reporter, 44 h; AID 651820; note: potency is the fitted concentration of half-maximal effect
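Reporter virus HCVcc-Cre (~0.5 moi) infects cells exposed to compound; seeding density 1,000 cells/well with 4 h settling beforehand. Luminescence, 15 sec read, taken 44 h post-infection following a 15 min RT substrate incubation.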
AMA1 RON2 block: AMA1-RON2 (P. falciparum) interaction inhibition | AlphaScreen AMA1-biotinylated RON2 peptide binding | Potency, µM (series often up to 58.2 µM), inactives show at the top dose activity change, negative = inhibition, hits mostly inhibitors | 360,000 compounds, 0.2% hits | AID 720542;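 note: potency is the fitted concentration of half-maximal effect; 0% = vehicle wells and -100% = peptide control; nearly all actives have a fitted effect of over 45% in size; some results filed as inactive show a strong effect at the top dose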
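AMA1 (3D7) with his tag at 25 nM final met compounds first, then biotinylated RON2 peptide at 25 nM; detection used donor plus acceptor beads, 10 µg/mL apiece, read by AlphaScreen after 30 min at room temperature.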
AmpC inh detg: blocks E. coli AmpC beta-lactamase in detergent assay; P00811; AmpC hydrolysis of nitrocefin, absorbance 480 nm, 0.01% Triton; Potency, µM (highest dose often 114 µM), without a hit: at the highest dose activity change, negative = inhibition, usual class: inhibitors; 370,000 compounds, 0.041% hits; AID 485294;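 note: potency is the fitted concentration of half-maximal effect; 0% = no-compound wells and -100% = no-enzyme wells; nearly all actives have a fitted effect of over 25% in size; some results filed as inactive show a strong effect at the top dose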
Target sequence (P00811 whole entry, looked up): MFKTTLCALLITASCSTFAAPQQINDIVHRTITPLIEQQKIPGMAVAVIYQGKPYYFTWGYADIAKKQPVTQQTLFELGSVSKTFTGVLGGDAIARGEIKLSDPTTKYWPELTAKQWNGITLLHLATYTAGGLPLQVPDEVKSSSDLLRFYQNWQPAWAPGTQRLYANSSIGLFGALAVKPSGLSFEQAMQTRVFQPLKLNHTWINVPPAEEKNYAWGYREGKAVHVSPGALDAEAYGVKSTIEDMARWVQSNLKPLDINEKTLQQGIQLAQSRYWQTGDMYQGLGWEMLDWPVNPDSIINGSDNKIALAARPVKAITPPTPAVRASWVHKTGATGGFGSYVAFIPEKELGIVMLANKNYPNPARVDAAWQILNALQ
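20 mM phosphate pH 7.0 + 0.01% (detergent screen) or 0.0001% Triton X-100; 5.3 nM AmpC reagent; cpd preinc 15 min RT; nitrocefin (800 uM stock) to start; A480 q20 s × 4 min; Activity was normalised to no-enzyme and no-compound control wells.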
Active calls of the source: *; ? = inconclusive; nt = not tested or not shown; & = joins results of further samples; [ ] = another dose, or the depositor's remark. Unless noted, calls come from the whole dose curve; as a rule, active = well fitted curve in the direction sought with a large enough effect; inconclusive = small, poorly fitted or top-dose-only effect, or another doubt; inactive = no such curve, though single readings can be large; an effect the other way counts as inactive or inconclusive. Unless noted, % is set by controls: 0 for no effect and ±100 for the full control effect.

[1] O=C(Cc1ccccc1)Nc1nnc(-c2ccccc2)o1
[2] CC1CCCCC12NC(=O)N(CC(=O)OCC(=O)NC(=O)c1ccccc1)C2=O (configuration not stated)
[3] N/C(=N\OC(=O)CCCOc1ccccc1)c1ccc([N+](=O)[O-])cc1
[4] Cc1nnc(NC(=O)CCC(=O)N2CCN(CCOc3cccc4ccccc34)CC2)s1
[5] CCCCC(=O)NCCNc1nc2c(c(=O)n(C)c(=O)n2C)n1Cc1ccccc1
[6] COc1cc(C(=O)Nc2cccc(-c3nc4ccccc4o3)c2C)cc(OC)c1OC
[7] COc1ccccc1NC(=O)C(C)OC(=O)Cc1ccsc1 (configuration not stated)
[8] COCCNC(=O)CN1C(=O)COc2ccc(S(=O)(=O)N3CCOCC3)cc21
[9] c1coc(CNc2c3c(nc4ncnn24)CCC3)c1
[10] N#C/C(=C\c1ccncc1)C(=O)Nc1ccc(C(=O)O)cc1
entry no.	1	2	3	4	5	6	7	8	9	10
HCMV inh	47.8	0.0	0.0	46.5	38.9	3.9	-8.0	6.6	32.1	-99.1*
FBPA Giardia inh	-13.0%	nt	0.3%	5.5%	0.9%	1.7%	nt	nt	-7.3%	-9.5%
Sm TGR block	4.2%	0.0%	1.4%	2.4%	-17.5%	2.8%	7.8%	-2.3%	-0.7%[11.4 µM]	0.2%
HCV inhibitor	0.1%	0.9%	9.5%	?	-8.8%&-7.3%	22.4%	0.8%	nt	16.2%	13.2%
AMA1 RON2 block	73.0%[activator]	12.0%	-9.0%	-16.5%	-13.3%	47.0%[activator]	-3.2%	nt	-4.9%	0.0%
AmpC inh detg	-13.9%	9.9%	-6.6%	1.5%	1.8%	-15.0%	1.5%	14.0%	-11.5%	-1.8%

[11] CCOC(=O)N1CCC(Nc2c(Nc3ccc(F)cc3)c(=O)c2=O)CC1
[12] CCC(Oc1ccccc1)C(=O)NCc1cccnc1 (configuration not stated)
[13] CCc1ccccc1NC(=O)CNC(=O)CNC(=O)c1cccs1
[14] COCCN(CC1CCCN(C2Cc3ccccc3C2)C1)C(=O)CCC(C)=O (configuration not stated)
[15] O=c1c2cc([N+](=O)[O-])ccc2nc(CN2CCOCC2)n1-c1ccccc1F
[16] O=C(C[C@@H]1C/C=C\CCCC(=O)OC[C@@H]2CCCN2C1=O)N[C@@H](CO)Cc1ccccc1
[17] CCOc1ccccc1C(=O)NCC(=O)NCCCc1ccccc1
[18] Clc1c(Cl)c(Cl)c2n[nH]nc2c1Cl
[19] CCNC(=O)COC(=O)CCC(=O)c1cccs1
[20] Cc1cc(C(=O)N/N=C2\CCCC(=O)C2)c(C)n1-c1ccccc1
entry no.	11	12	13	14	15	16	17	18	19	20
HCMV inh	22.6	-7.4	?	25.0	nt	27.9	?	-12.4	-11.2	2.7
FBPA Giardia inh	-1.6%	2.2%	nt	-5.4%	-6.5%	nt	-0.9%	27.3%	5.5%	-13.9%
Sm TGR block	3.6%	0.0%	8.9%	?	?	nt	4.5%	0.3%	-9.3%	-22.7%
HCV inhibitor	-14.0%	18.7%	11.1%	9.9%	nt	10.6%	-28.2%	15.4%	12.9%	-0.5%
AMA1 RON2 block	-7.7%	15.5%	0.6%	-0.7%	nt	-7.7%	14.6%	-0.5%	-17.9%	32.5%[activator]
AmpC inh detg	?	-0.2%	1.5%	-14.7%	11.0%	nt	?	-7.2%	?	-3.8%

[21] COc1ccc(CCNC(=O)C2CCCN(S(=O)(=O)c3ccc(F)cc3)C2)cc1OC (configuration not stated)
[22] CCCCn1c(O)c(C(CC)=NCc2cc(OC)cc(OC)c2)c(=O)[nH]c1=O
[23] Cc1cc(C)cc(N(CC(=O)NCc2ccc3c(c2)OCO3)C(=O)CCC(=O)Nc2ccccn2)c1
[24] CCOC(=O)C(C)On1c(-n2nc(C)cc2C)nc2ccccc2c1=O (configuration not stated)
[25] Cc1ccc(-c2nnc(SCC(=O)N3CCCc4ccccc43)o2)cc1
[26] CCOc1ccccc1-n1c(SCC(N)=O)nnc1-c1ccc(O)cc1
[27] COc1ccc(-c2nn(-c3ccc(F)cc3F)c3c2cnc2ccc(F)cc23)cc1
[28] O=C(N/N=C1\CC2CC=CC12)c1ccc(Br)cc1 (configuration not stated)
[29] O=C(NCc1n[nH]c(=O)c2ccccc12)C1CC(=O)N(c2ccc(Cl)cc2)C1 (configuration not stated)
[30] COc1cc(Cl)nn(-c2ccccc2)c1=O
entry no.	21	22	23	24	25	26	27	28	29	30
HCMV inh	69.2	-8.0	1.5	-17.9	-9.4	-0.3	16.1	42.3	12.7	-38.7
FBPA Giardia inh	nt	3.5%	1.0%	-0.7%	nt	-4.8%[12.9 µM]	nt	-6.7%	nt	9.5%
Sm TGR block	0.3%	?	-30.3%	-16.7%	-2.1%	13.8%	4.7%	-3.7%	-12.8%	0.4%
HCV inhibitor	25.5%	12.6µM*	-9.0%	5.2%	nt	4.4%	nt	36.7%[activator]	9.1%	4.7%
AMA1 RON2 block	-6.0%	-6.2%	6.3%	100.9%[activator]	nt	0.3%	nt	11.4%	30.8%[activator]	10.6%
AmpC inh detg	2.9%	-4.0%	-2.4%	2.6%	17.7%	-7.6%	-1.3%	-8.9%	-7.1%	1.0%

An excerpt from above in order of molar mass, high to low:
[26] CCOc1ccccc1-n1c(SCC(N)=O)nnc1-c1ccc(O)cc1
[25] Cc1ccc(-c2nnc(SCC(=O)N3CCCc4ccccc43)o2)cc1
[30] COc1cc(Cl)nn(-c2ccccc2)c1=O
entry no.	26	25	30
HCMV inh	-0.3	-9.4	-38.7
FBPA Giardia inh	-4.8%[12.9 µM]	nt	9.5%
Sm TGR block	13.8%	-2.1%	0.4%
HCV inhibitor	4.4%	nt	4.7%
AMA1 RON2 block	0.3%	nt	10.6%
AmpC inh detg	-7.6%	17.7%	1.0%

Following part
[31] COc1ccc2cc(CCC(C)=O)ccc2c1
[32] COc1ccc(C(C)=O)cc1CSc1nnnn1-c1ccc(O)cc1
[33] CCOC(=O)C1CCN(C(=O)CSCc2nc(-c3ccc(OCC)cc3)oc2C)CC1
[34] COc1ccc(C)cc1NC(=O)CSc1nc(=O)n(Cc2cccnc2)c2c1CCC2
[35] N=C1C=CC(=C(c2ccc(N)cc2)c2ccc(N)cc2)C=C1
[36] COc1ccc(C(=O)CSc2nc(C(C)(C)C)nc3ccccc23)cc1
[37] CCSC1=N/C(=C\c2ccccc2)C(=O)N1
[38] CC1(C)CC(=O)c2cc(C(=O)Nc3ccc(Br)cc3)c(=O)n(-c3ccc(Cl)cc3)c2C1
[39] CCCCc1nc2cc(C(=O)NCc3cn(C)nc3C)ccc2o1
[40] COc1ccc(OC)c(NC(=O)c2ccc(S(=O)(=O)N3CCOCC3)cc2)c1
entry no.	31	32	33	34	35	36	37	38	39	40
HCMV inh	102.4	-30.6	8.8	-5.2	-99.7*	?	13.2	-18.5	-37.2	-10.1
FBPA Giardia inh	-1.8%	1.6%	3.0%	nt	nt	-4.9%	-8.0%	nt	nt	-3.1%
Sm TGR block	1.8%	7.08µM*	-17.5%	-2.4%	nt	14.0%	5.9%	0.4%	-20.2%	-15.9%
HCV inhibitor	-20.7%	-25.2%	?	nt	6.31µM*	3.98µM*	-15.5%	nt	12.6µM*	-1.5%
AMA1 RON2 block	5.4%	-4.5%	-3.1%	nt	14.1µM*	22.1%	21.8%	nt	-7.4%	-1.9%
AmpC inh detg	-5.6%	0.9%	-2.2%	-0.9%	nt	10.9%	?	13.4%	-3.2%	-3.8%

[41] CCCNS(=O)(=O)c1cc(Cl)ccc1OC
[42] CC(NC(=O)c1ccccc1SCC(=O)N1CCCC1)c1ccc(F)cc1 (configuration not stated)
[43] CCOC(=O)CCc1ccc(NC(=O)/C=C/c2ccc([N+](=O)[O-])o2)cc1
[44] Cc1cc(O)c2/c(=N\N)c(-c3csc(C)n3)coc2c1
[45] CCN(c1cccc(C)c1)S(=O)(=O)c1cc2c(cc1C)n(C)c(=O)c(=O)n2C
[46] CCN(CC)S(=O)(=O)c1cccc2nsnc12
[47] Fc1ccc(C(Nc2ccccn2)c2c[nH]c3ccccc23)cc1 (configuration not stated)
[48] Cc1cccc(C(=O)Nc2cc(C)ccc2NC(=O)COc2ccccc2)c1
[49] COc1ccc2cc(CN(CC3CCCO3)S(=O)(=O)c3ccc(C(C)=O)cc3)c(=O)[nH]c2c1 (configuration not stated)
[50] COc1ccc(/C=N/NC(=O)c2cc(O)c(O)c(O)c2)cc1Cn1cc([N+](=O)[O-])cn1
entry no.	41	42	43	44	45	46	47	48	49	50
HCMV inh	2.8	-28.7	-15.3	-36.4	-7.3	47.2	81.7	-26.3	-26.1	-14.8
FBPA Giardia inh	-3.9%	nt	nt	-5.8%	nt	-4.6%	-0.1%	-8.2%	0.9%	?
Sm TGR block	-0.5%	-9.9%	nt	-31.7%	-1.5%	-6.2%	2.82µM*	-35.7%	-14.7%	?
HCV inhibitor	-14.9%	nt	?	5.0%	nt	9.6%	?	?	-1.1%	-27.9%
AMA1 RON2 block	7.2%	11.4%	-9.4%	1.4%	nt	-2.2%	-7.8%	-0.1%	-9.5%	?
AmpC inh detg	3.5%	0.1%	nt	-5.6%	15.5%	?	-0.1%	2.1%	-2.8%	9.0%

[51] Cc1cc(Nc2ccc(C)c(Cl)c2)n2nc(-c3ccccc3)nc2n1
[52] CC(=O)Nc1ccc(S(=O)(=O)NCCC(=O)N2CCN(c3ccccc3Cl)CC2)cc1
[53] Cc1nc(C)c(CCNC(=O)c2ccc(C(F)(F)F)cc2)s1
[54] COc1cccc(OC)c1C(=O)Nc1cccnc1
[55] O=C(NCc1cccnc1)c1sc2ccccc2c1Cl
[56] COc1ccccc1NC(=O)Cn1c(C)nc2c(sc(=S)n2Cc2ccco2)c1=O
[57] CCn1nc(C(=O)OCc2cccc(S(=O)(=O)N(C)C)c2)c2ccccc2c1=O
[58] Cc1ccc(N2C(=O)CSC23C(=O)N(CC(=O)NC2CCCCC2)c2ccccc23)cc1 (configuration not stated)
[59] Cc1ccccc1OCC(=O)NC(=S)Nc1ccc(S(=O)(=O)NC2CCCCC2)cc1
[60] O=C(Nc1ccc(Cl)cc1)N1CC=CCC1
entry no.	51	52	53	54	55	56	57	58	59	60
HCMV inh	-27.1	-22.0	?	-13.2	8.9	13.5	-8.4	26.1	12.5	16.6
FBPA Giardia inh	nt	nt	-2.9%	0.4%	7.2%	-9.1%	1.6%	nt	-3.7%	2.1%
Sm TGR block	-1.1%	nt	-5.0%	-5.3%	-2.8%	-27.2%	10.5%	11.2%	-18.1%	10.6%
HCV inhibitor	nt	?	-4.6%	10.1%	?	12.6µM*	-11.4%	nt	4.9%	-11.0%
AMA1 RON2 block	nt	6.7%	11.4%	-1.7%	-9.2%	-8.5%	-3.1%	nt	9.3%	3.2%
AmpC inh detg	0.5%	nt	-3.0%	?	-7.9%	-6.7%	-2.9%	17.8%	?	3.9%
